# High-throughput results: PubChem BioAssay, The Scripps Research Institute Molecular Screening Center
# TbREL1 inh – TbREL1 inhibition, primary screen. P86926. TbREL1 RNA ligation, FRET fluorescence. inhibition, % at 9.66 µM. 89,000 tested, 0.49% active. AID 1117264;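 active = inhibition above the mean inhibition across all screened compounds plus 3 SD, cut at about 11% in these data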;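 note: 0% = plate median of test wells and 100% = NSC42067 control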
# Target sequence (P86926 whole entry, looked up): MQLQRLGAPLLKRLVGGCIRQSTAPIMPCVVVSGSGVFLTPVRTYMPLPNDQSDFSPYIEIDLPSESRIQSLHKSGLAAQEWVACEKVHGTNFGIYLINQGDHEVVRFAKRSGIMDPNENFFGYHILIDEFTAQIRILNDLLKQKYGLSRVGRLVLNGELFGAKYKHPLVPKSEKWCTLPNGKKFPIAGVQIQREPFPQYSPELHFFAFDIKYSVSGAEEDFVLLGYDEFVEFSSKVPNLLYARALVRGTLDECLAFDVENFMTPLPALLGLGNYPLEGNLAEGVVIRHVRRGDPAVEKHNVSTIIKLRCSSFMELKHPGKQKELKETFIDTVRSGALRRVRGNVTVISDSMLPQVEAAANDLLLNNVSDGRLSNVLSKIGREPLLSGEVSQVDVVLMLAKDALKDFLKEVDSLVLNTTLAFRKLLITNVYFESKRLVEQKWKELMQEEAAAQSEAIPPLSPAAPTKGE
# The depositor's hits bear a star.
SMILES,TbREL1 inh
CN(C)CCSc1nnc(-c2ccccc2)o1,0
C[C@H](NC(=O)c1ccco1)C(=O)Nc1ccc(C#N)cc1,0
O=C(CSc1ccc(Cl)cc1)NC(=O)NCc1ccco1,0
Cc1ccccc1OCC(=O)N/N=C/c1sc(=O)n(Cc2cccc(C(=O)O)c2)c1Cl,-2
CSc1ccccc1NC(=O)c1cnccn1,0
CCOc1ccc(NC(=O)/C(C#N)=C/c2cn(CC(=O)O)c3ccccc23)cc1,0
CN(C)S(=O)(=O)c1cccc(C(=O)Nc2ccc(S(=O)(=O)N3CCCC3)cc2)c1,1
Cc1ccc(S(=O)(=O)O/N=C2/CCCc3occc32)cc1,1
COc1ccc(C)cc1NC(=O)CN(Cc1nnc(-c2ccc(Cl)cc2)o1)C1CCCC1,-1
Cc1cccc(-n2nnnc2SCC(=O)c2cc(C)n(Cc3ccco3)c2C)c1,-3

# Structural class, the compounds so far with four or more nitrogen atoms
SMILES,TbREL1 inh
COc1ccc(C)cc1NC(=O)CN(Cc1nnc(-c2ccc(Cl)cc2)o1)C1CCCC1,-1
Cc1cccc(-n2nnnc2SCC(=O)c2cc(C)n(Cc3ccco3)c2C)c1,-3

# (cont.)
SMILES,TbREL1 inh
O=C(Oc1ccc2cccc(OC(=O)N3CCOCC3)c2c1)N1CCOCC1,3
Cc1c(O)c(=O)ccn1Cc1ccccc1,-1
O=C(Cn1nc(-c2cccc(Cl)c2)ccc1=O)NCC1COCCO1 (stereo not drawn),-2
CCN(CC)CCCNC(=O)c1ccccc1C,-3
O=C(COC(=O)CNC(=O)c1ccc(Cl)cc1Cl)NNC(=O)c1ccccc1,0
O=c1[nH]c(=O)n(Cc2ccccc2)c2c1C(C(F)(F)F)(C(F)(F)F)N=C(c1ccco1)N2,1
COc1ccccc1N(C)S(=O)(=O)c1ccc(C(=O)OCC(=O)Nc2ccccc2F)cc1,6
CC(C(=O)NN=C(c1ccccc1)c1ccccc1)N1CCCC1 (stereo not drawn),-3
Cc1cc(Br)ccc1NC(=O)C1CCN(C(=O)c2ccco2)CC1,3
CC1CCc2sc3nc(NCc4ccco4)n4ncnc4c3c2C1 (stereo not drawn),0
CC(=O)c1cccc(NC(=O)C2CCCN2S(=O)(=O)c2cccs2)c1 (stereo not drawn),4
CCN1CCN(C(=S)c2ccc(Cl)cc2)CC1,0
Clc1ccc(-c2csc(N/N=C/c3cccnc3)n2)c(Cl)c1,-1
CN(C(=O)c1ccc(-c2nn(C)c(=O)c3ccccc23)cc1)c1ccccc1,3
O=C(NC(Cc1c[nH]c2ccccc12)c1nnc2n1CCCCC2)c1ccc(Cl)cc1 (stereo not drawn),-5
CCCCNC(=O)COc1ccccc1[N+](=O)[O-],1
CN1c2ccc(Cl)cc2C(=O)NC1c1ccc([N+](=O)[O-])s1 (stereo not drawn),1
C/C(=N\N1CCN(c2ccccc2)CC1)c1cccs1,-1
O=C(CSc1nnc(-c2ccc(OC(F)F)cc2)o1)N1CCOCC1,-2
Cc1cc(C(=O)CSc2nnc(-c3ccncc3)n2-c2ccccc2)c(C)n1C,-6
CCOC(=O)c1[nH]c2ccccc2c1NC(=O)Nc1ccc(OC)cc1,0
Cc1cnc(CN(C)Cc2c(C(=O)N3CCc4ccccc4C3)nc3ccc(Cl)cn23)[nH]1,1
COC(=O)c1ccccc1OCC(=O)N1CCN(c2ccc(Cl)cc2)CC1,-2
COc1cccc(OC)c1C(=O)Nc1ccccc1N1CCCCC1,-1
CCCOC(=O)c1ccc(NC(=O)COC)cc1,0
O=C(NCCc1ccccc1F)C1CCCN1S(=O)(=O)c1ccc2ccccc2c1 (stereo not drawn),-1
COC(=O)c1ccsc1NC(=O)c1ccccc1,1
COC(=O)C(CCCCN1C(=O)C2C3C=CC(C3)C2C1=O)N1C(=O)C2C3C=CC(C3)C2C1=O (stereo not drawn),-2
CCCC(=O)Nc1nnc(S(=O)(=O)N2CCCC2)s1,2
Cc1cccc(OCc2nnc(SCC(=O)N3c4ccccc4CC3C)n2C)c1C (stereo not drawn),-3

# Six compounds already listed, ordered by count of non-hydrogen atoms, highest first:
SMILES,TbREL1 inh
Cc1cccc(OCc2nnc(SCC(=O)N3c4ccccc4CC3C)n2C)c1C (stereo not drawn),-3
CCOC(=O)c1[nH]c2ccccc2c1NC(=O)Nc1ccc(OC)cc1,0
O=C(CSc1nnc(-c2ccc(OC(F)F)cc2)o1)N1CCOCC1,-2
CN1c2ccc(Cl)cc2C(=O)NC1c1ccc([N+](=O)[O-])s1 (stereo not drawn),1
CCCOC(=O)c1ccc(NC(=O)COC)cc1,0
CSc1ccccc1NC(=O)c1cnccn1,0

# Next part
SMILES,TbREL1 inh
CCc1cccc(CC)c1NC(=O)CN1CCN(c2ccccc2)CC1,2
CCOC(=O)N1CCN(C(=O)CN(CC)S(=O)(=O)c2cc(C)ccc2OC)CC1,0
C/C(=N/NC(=O)c1ccn(C)n1)c1ccncc1,0
CCC(c1nnc(SCC(=O)N2CC(=O)Nc3ccccc32)n1Cc1ccccc1)N(C)C (stereo not drawn),0
COc1ccc(-c2nc(=S)[nH][nH]2)cc1,-6
COC(=O)CC(NS(=O)(=O)c1cccs1)c1ccc2c(c1)OCO2 (stereo not drawn),2
CCCCNC(=O)COn1nnc2ccc(S(=O)(=O)N3CCOCC3)cc21,2
COCCn1c(SCC(=O)N2CCCCC2)nc2cccnc21,-1
COc1ccc(NC(=O)CN(C)C(=O)c2csc3c2CCCC3)cc1,-2
CSc1ccc(CN2C(=O)C(C)ON=C2c2ccccc2F)cc1 (stereo not drawn),4
CCOc1ccc(OCC)c(NC(=O)CCn2c(=O)oc3ccccc32)c1,-1
O=C(Nc1ccc2c(c1)C(=O)NC2=O)c1cc(Cl)ccc1Cl,4
O=C(CSc1nc2ccccc2c(=O)n1NC(=O)c1ccccc1)c1ccccc1,-1
COc1ccc(NC(=O)CN(C)C(=O)c2ccc(COc3ccccc3)cc2)cc1,-2
CC1CCN(S(=O)(=O)c2ccc(NC(=S)NC(=O)c3ccc(Cl)cc3)cc2)CC1,-2
CC(C)(C)NC(=O)c1nn2c(C(F)(F)F)cc(-c3ccccc3)nc2c1Br,0
CC1(C)C(=O)Nc2ccccc2N1C(=O)COc1ccc(S(=O)(=O)N2CCOCC2)cc1Cl,-2
CCCN=C1CC(C)(C)CC(=O)/C1=C(/O)CCCN1C(=O)c2ccccc2C1=O,-3
CS(=O)(=O)N1CCN(c2ccccc2NC(=O)c2cccnc2Cl)CC1,-2
CC1(C(=O)Nc2cccc(C(F)(F)F)c2)Cc2c(-c3cccc(C(N)=O)c3)ccnc2O1 (stereo not drawn),-2

# Structural class: the entries above containing a nitro group on carbon.
SMILES,TbREL1 inh
CCCCNC(=O)COc1ccccc1[N+](=O)[O-],1
CN1c2ccc(Cl)cc2C(=O)NC1c1ccc([N+](=O)[O-])s1 (stereo not drawn),1

# (cont.)
SMILES,TbREL1 inh
O=C(NCCN1CCCCC1)c1cc(Cl)ccc1Cl,-1
COc1cc(NC(=O)C2CCCN(S(=O)(=O)c3ccc(C)cc3)C2)cc(OC)c1 (stereo not drawn),1
O=C(CSc1ccc(Cl)cc1)OCC(=O)N1CCN(c2ccccc2)CC1,-4
O=C(Nc1nc2c(s1)CCCC2)c1cc(-c2ccncc2)nc2ccccc12,-2
COc1cccc(C(=O)CN2C(=O)C(C)(C)Oc3ccc(C(=O)N4CCCCCC4)cc32)c1,1
COc1ccc(OC)c(-c2nnc(-c3ccc(C)o3)o2)c1,-3
O=C(Cn1c(=O)oc2cc(S(=O)(=O)N3CCCC3)ccc21)NCc1ccccn1,0
CCOC(=O)[C@]12CCC=C1N(Cc1ccc3c(c1)OCO3)C(=O)[C@H](CC(=O)NCC1CCCCC1)C2,-6
CCCCC(=O)Nc1ccnc(-c2cccnc2)n1,-1
COc1cccc(-n2c(Cc3cc(=O)[nH]c(=O)[nH]3)nnc2SCC(=O)NC2CCCCC2)c1,-2
COCCNc1nc2cc(-c3ccccc3)sc2c(=O)n1C,-2
CC(C)(C)c1cc2cccnc2n1Cc1cccc(Cl)c1,1
CCN(CC)C(=O)C1CCCN(C(=O)c2oc3ccc(C)cc3c2C)C1 (stereo not drawn),-2
Cc1sc2nc(CSc3ncn[nH]3)[nH]c(=O)c2c1C,4
O=C(CCc1ccccc1)Nc1cc(C(F)(F)F)ccc1Cl,0
CC(=O)c1c(C)[nH]c(C(=O)NCc2ccc(Cl)cc2)c1C,-2
CC(=O)c1cc(-c2ccccc2)n(CC(=O)NCc2ccccc2Cl)c1C,-3
CCOC(=O)Cn1nnnc1C(CC)N(Cc1cc2ccc(C)cc2[nH]c1=O)C1CCCC1 (stereo not drawn),4
CC(=O)Nc1ccc(SCC(=O)Nc2ccccc2-c2ccccc2)cc1,-3
CCN(C[C@H]1N[C@@](C)(C(=O)OC)[C@H]2C(=O)N(C)C(=O)[C@@H]12)C(=O)Nc1ccc(OC)cc1,1
CC(C)(C)c1ccc(-c2noc(CCC(=O)NCc3ccco3)n2)cc1,-1
CCN(CC)S(=O)(=O)c1cc(C(=O)O)ccc1OC,3
CCOc1ccccc1-c1cc(C(=O)N/N=C(\C)c2cccnc2)c2ccccc2n1,1
CCOC(=O)N1CCN(C(=S)NCCOC)CC1,-3
COc1ccccc1NC(=O)Nc1nnc([C@H]2C[C@H](O)[C@@H](CO)O2)s1,-1
COCCn1c(SC(C(=O)Nc2cc(C)ccc2OC)c2ccccc2)nnc1-c1ccc(Cl)cc1 (stereo not drawn),2
COc1cccc(C2CC(C(F)(F)F)n3ncc(C(=O)Nc4c(C)n(C)n(-c5ccccc5)c4=O)c3N2)c1 (stereo not drawn),-3
Cc1ccc(NC(=O)C2C3C=CC4(O3)C2C(=O)N(CCCN2CCCCC2)C4C(=O)NC2CCCCC2)cc1Cl (stereo not drawn),-2
O=C(CN1CCN(Cc2ccc(F)cc2Cl)C1=O)NCCCN1CCOCC1,2
O=S(=O)(Nc1ncccn1)c1ccc(NC(=S)N2CCN(Cc3ccc(F)cc3Cl)CC2)cc1,-7
O=c1oc2c(CN3CCOCC3)c(O)ccc2c2c1CCC2,-3
CC(Cn1cncn1)NC(=O)c1cc(COc2cccc(C(F)(F)F)c2)on1 (stereo not drawn),-1
Cn1c(C(=O)NCCN2CCN(Cc3ccccc3)CC2)cc2c(=O)n(C)c3ccccc3c21,0
CCN(CC)c1ccc(NC(=O)Cn2nnc(-c3cccc(OC)c3OC)n2)c(C)c1,-10
Cc1cccc(C)c1NC(=O)CN1CCCC1,3
CNC(=O)c1ccccc1NC(=O)c1ccc(C)c(S(=O)(=O)N2CCCCC2)c1,3
C=CCNC(=O)c1nn2cccnc2c1Cl,2
NC(=O)C1CC2(C1)CC(C(N)=O)C2 (stereo not drawn),-1
CCOc1ccccc1CNC(=O)C1CCN(C(=O)c2sccc2-n2cccc2)CC1,-2
Cc1ccc(S(=O)(=O)N2CC(O)CC2C(=O)OCC(=O)c2ccccc2Cl)cc1C (stereo not drawn),1
O=C(NC1CCC(=O)N(CCSc2ccccc2)CC1)OCc1ccccc1 (stereo not drawn),1
O=C(Cn1c(NCCO)nc2ccccc21)c1ccc(Cl)cc1,3
COC(=O)c1ccc(Cn2nnc3ccccc32)cc1,0
COCCCNC(=O)c1ccc(Cn2c(=O)c3ccccc3n(Cc3ccc(Br)cc3)c2=O)cc1,-1
COc1ccc(NC(=O)C2CC(=O)N(C(C)C)C2)cc1 (stereo not drawn),-1
COc1ccc(Cc2nc3ccc(C(=O)N(C)CC4COCCO4)cc3o2)cc1 (stereo not drawn),1
O=C(COc1ncnc2ccccc12)NC1CCCC1,-1
O=C(NCCC1=CCCCC1)C(=O)NCc1ccccc1Cl,0
O=S(=O)(NCCSc1ccccn1)c1ccc(Cl)cc1,1
Cc1cc(N2CCN(C(c3ccccc3)c3ccc(Cl)cc3)CC2)n2ncnc2n1 (stereo not drawn),4

# New compounds follow.
SMILES,TbREL1 inh
COc1ccc(CCNC(=O)CN2C(=O)C3(OCCCO3)c3ccccc32)cc1OC,-2
CCOC(=O)[C@]12CCC=C1N(Cc1ccco1)C(=O)[C@H](CC(=O)N1CCN(C(=O)c3ccco3)CC1)C2,3
CCCCN(C)CCNC(=O)c1ccc2c(c1)NC(=O)C(N1CCCCC1)S2 (stereo not drawn),1
Cc1cc(NC(=O)c2ccc(S(=O)(=O)N(C)C)cc2)no1,1
COC(=O)Cc1cnc(NC(=O)CSc2nc(C(C)C)cc(=O)[nH]2)s1,5
NNC(=O)COc1ccccc1[N+](=O)[O-],1
COc1ccc(-n2c(=S)[nH]c3cc(C(=O)Nc4ccc(F)cc4)ccc3c2=O)c(OC)c1,-1
Nn1c(SCC(=O)NC2CCCCC2)nnc1-c1n[nH]c2c1CCC2,-1
CS(=O)(=O)N(CC(=O)Nc1ccc(S(=O)(=O)N2CCCC2)cc1)c1ccccc1F,-1
CCCCN1CC(=O)N2[C@H](c3ccc(OC)cc3)[C@@H]3C(=O)N(CC)C(=O)[C@@H]3[C@]2(Cc2ccccc2)C1=O,3
CC(OC(=O)c1cccc(S(=O)(=O)Nc2ccccc2F)c1)C(=O)NCc1ccc2c(c1)OCO2 (stereo not drawn),3
O=C1CCC(O)CCN1CCSc1ccccc1 (stereo not drawn),0
CCc1c(C)nc(SCC(N)=O)c(C#N)c1C,-3
Cn1c(=O)c2c(SCC(=O)Nc3ccccc3F)nc(-c3ccccc3F)nc2n(C)c1=O,1
COc1cc2c(cc1OC)C(c1ccco1)CC(=O)N2 (stereo not drawn),-2
CCOc1ccc2cc(C3CC(c4ccco4)=NN3S(C)(=O)=O)c(Cl)nc2c1 (stereo not drawn),4
COc1cc(OC)cc(C(=O)NCC(=O)OCC(=O)NC(C)CCc2ccccc2)c1 (stereo not drawn),0
CCCS(=O)(=O)N1CCC(C(=O)NCc2ccc(F)cc2)CC1,1
Cc1cc(Cl)ccc1OCC(=O)Nc1cccc(S(=O)(=O)NC2=NCCCCC2)c1,5

# Compounds from the list above containing a COOH group, in the order listed:
SMILES,TbREL1 inh
Cc1ccccc1OCC(=O)N/N=C/c1sc(=O)n(Cc2cccc(C(=O)O)c2)c1Cl,-2
CCOc1ccc(NC(=O)/C(C#N)=C/c2cn(CC(=O)O)c3ccccc23)cc1,0
CCN(CC)S(=O)(=O)c1cc(C(=O)O)ccc1OC,3

# Not all compounds are listed; rates above refer to the full screens.
